High-throughput results deposited in PubChem BioAssay by several laboratories.
ZTA DNA inh – ZTA (EBV) inhibition in EBNA-1 counter-screen. P03206. ZTA-DNA binding, fluorescence polarization. inhibition, % at 11 µM. 320,000 tested, 0.15% active. AID 2234; in the data active = inhibition above about 33%
Target sequence (P03206 whole entry, looked up): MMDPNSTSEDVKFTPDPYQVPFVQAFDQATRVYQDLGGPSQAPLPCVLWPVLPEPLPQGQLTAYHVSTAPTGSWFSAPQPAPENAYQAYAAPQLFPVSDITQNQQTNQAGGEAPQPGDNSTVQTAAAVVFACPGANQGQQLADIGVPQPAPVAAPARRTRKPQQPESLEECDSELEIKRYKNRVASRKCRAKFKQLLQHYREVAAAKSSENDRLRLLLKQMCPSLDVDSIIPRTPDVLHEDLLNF
core dimer inh – HCV core protein dimerization inhibition; TR-FRET GST/Flag-core106 dimerization, 1536-well; inhibition, % at 5 µM; AID 1899; 300,000 tested, 0.33% active;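 active = inhibition above the mean of all tested compounds plus 3 SD, set per screening campaign, cut at about 45% in these data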
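Assay system – GST-tagged and Flag-tagged HCV core protein residues 1-106 · Quantity – core106 proteins, GST 13.5 nM and Flag 17 nM · Benchmarks – unlabelled core106 and no-GST-core106 wells · Read-out basis – percent inhibition of core106 dimerization signal · Detection – time-resolved FRET, ex 340 nm, em 617 and 671 nm · Schedule – 4 h at 22.5 °C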
PP1 inh – counter-screen for PP5 inhibitors: inhibitors of human PP1-alpha. purified PP1alpha, OMFP fluorescence. 320,000 tested, 0.9% active. inhibition, % at 6.7 µM. AID 2235;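 active = inhibition above the mean inhibition of all tested compounds plus 3 SD, computed separately for each screening campaign, cut at about 15% in these data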
TPT1 inh – inhibitors of Candida albicans tRNA 2'-phosphotransferase TPT1; AID 1962; inhibition, % at 5 µM; 300,000 tested, 0.81% active; recombinant caTPT1, FP RNA substrate dephosphorylation;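 active = inhibition above the mean of all tested compounds plus 3 SD, set per screening campaign, cut at about 24% in these data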;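 note: plate controls were DMSO alone for no effect and ferristatin control at 100 nM for full effect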
Fh CTSL1 inh – blocks F. hepatica cathepsin L1 in PFM18AAP counter-screen; recombinant F. hepatica cathepsin L1, Z-Leu-Arg-MCA fluorescence; inhibition, % at 5.96 µM; 300,000 tested, 0.49% active;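 active = inhibition above the mean of all tested compounds plus 3 SD, set per screening campaign, cut at about 17% in these data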;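 note: 0% = plate median of test compound wells and 100% = 1 µM Z-Phe-Ala-diazomethylketone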
GASC-1 inh – human JMJD2C demethylase inhibition; Q9H3R0; GST-JMJD2C(1-420) H3K9me3 demethylation, DELFIA europium; inhibition, % at 2.35 µM; 330,000 tested, 0.069% active;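 active = more than half of a compound's replicate wells show inhibition beyond 50%, single wells judged on their own value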;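 note: signal counts dimethyl H3K9 product captured on neutravidin plate; 0% = median of DMSO wells and 100% = 0.3 times that DMSO median; strong numbers were not always called active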
EBNA-1 inhibitor – blocks EBNA-1 binding to DNA | EBNA-1 DNA binding, fluorescence polarization | inhibition, % at 14.8 µM | 300,000 tested, 0.34% active | AID 1950; in the data active = inhibition above about 28%
PP5 inh – blocks human protein phosphatase 5 activity | inhibition, % at 6.7 µM | 320,000 tested, 0.18% active | purified PP5c, OMFP substrate fluorescence | P53041 | AID 1987;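 active = inhibition above the campaign's mean inhibition across all tested compounds plus 3 SD, cut at about 9.5% in these data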;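 note: 0% = DMSO only and 100% = 100 µM cantharidin control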
Target sequence (P53041 whole entry, looked up): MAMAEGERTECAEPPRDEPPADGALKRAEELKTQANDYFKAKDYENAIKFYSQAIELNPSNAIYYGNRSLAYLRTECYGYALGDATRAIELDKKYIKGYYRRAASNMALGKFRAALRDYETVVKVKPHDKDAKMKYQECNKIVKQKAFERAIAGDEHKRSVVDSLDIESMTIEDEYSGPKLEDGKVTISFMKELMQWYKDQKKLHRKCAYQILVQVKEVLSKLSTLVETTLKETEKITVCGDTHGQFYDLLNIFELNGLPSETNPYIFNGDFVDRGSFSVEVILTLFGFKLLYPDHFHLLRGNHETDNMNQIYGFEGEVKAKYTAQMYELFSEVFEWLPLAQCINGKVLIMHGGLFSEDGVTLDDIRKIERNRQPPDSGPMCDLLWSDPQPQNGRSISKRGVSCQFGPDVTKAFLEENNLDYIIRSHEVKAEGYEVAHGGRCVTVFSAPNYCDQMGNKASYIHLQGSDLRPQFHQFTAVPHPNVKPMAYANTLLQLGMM
CR mimetic SO – lowers age-related superoxide in aged yeast cells | S. cerevisiae aged cells, superoxide DHE fluorescence; stronger effect = lower value | superoxide response (% of plate mean), % at 10 µM | 330,000 tested, 0.18% active | AID 2690;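 active = superoxide response under a set limit, about three screen SD below normal, cut at about 65% in these data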;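 note: yeast aged for seven days with compound at 30 °C before DHE staining; 100% = average MFI of all compound-treated wells on the plate with controls excluded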
The depositor's hits bear a star; i = inactive; · = not tested or not shown; & = joins results of further samples. Not a hit list, and some 3.1% of all compounds hit somewhere here.

SMILES	ZTA DNA inh	core dimer inh	PP1 inh	TPT1 inh	Fh CTSL1 inh	GASC-1 inh	EBNA-1 inhibitor	PP5 inh	CR mimetic SO
COc1ccc(OC)c(N2C(=O)CCCC2=O)c1	7	7	-2	2	-3	i	-2	-0.2	102
Cc1cc(N2CCN(C(=O)OC(C)(C)C)CC2)n2ncnc2n1	-1	-4	0	0	-2	-10	-2	-1.1	99
Cc1cc(=O)[nH]c(SCC(=O)N2c3ccccc3CC2C)n1 (configuration not stated)	6	-1	-7	-6	-6	-10	-8	0.5	99
Cc1cccc(C)c1NC(=O)CS(=O)CC(=O)N1CCN(c2ccccc2)CC1 (configuration not stated)	7	8	3	0	-1	-9	0	-1.8	101
COc1ccc(OC)c(-c2csc(NC(=O)CSc3nnnn3C)n2)c1	10	6	-2	-4	5	16	12	-0.5	97
CCOC(=O)C1(CCCc2ccccc2)CCN(C(=O)c2cc(C)nn2CC)CC1	-31	0	0	-3	1	-6	-7	2.7	104
CC(C)c1ccc(-c2nnn(Cc3nc4ccccc4s3)n2)cc1	3	-2	3	-3	3	-6	9	1.1	101
Cn1cccc1/C=N/NC(=O)CNc1ccc2ccccc2c1	11	1	0	0	-3	-4	2	-3.3	131
CNC(=O)C(=O)NCC1OCCN1S(=O)(=O)c1ccc2c(c1)OCCO2 (configuration not stated)	-9	6	-4	2	-1	0	1	-2.1	112
CC(=O)Nc1ccc(N2C(=O)CC(Sc3nc4ccccc4s3)C2=O)cc1 (configuration not stated)	-11	-4	2	-1	-2	8	6	3.5	93
O=C(Nc1cccc(-c2csc(Nc3ccccc3)n2)c1)c1cc([N+](=O)[O-])cc(C(F)(F)F)c1	17	18	-1	-1	4	7	0	4.1	98
Cc1ccc(NC(=O)CN(C)C(=O)c2ccc3[nH]c4c(c3c2)CC(C)CC4)cc1 (configuration not stated)	1	·	0	·	·	-5	·	4.9	87
Cc1ccc(NC(=O)CN2C(=O)CCS(=O)(=O)c3ccccc32)cc1Cl	12	4	-1	0	3	-5	-7	1.9	110
Cc1ccc(S(=O)(=O)N2CC=C(C(=O)NCc3ccc(F)cc3)CC2)cc1	-8	1	-3	-2	2	0	2	4.0	109
COc1ccc(/C=C2\SC(=S)N(CCCC(=O)NC3CCCC3)C2=O)cc1OC	-2	-3	3	5	4	-35	-5	-4.9	104
CC(NC(=O)[C@H](C)NC(=O)[C@@H]1CSC2c3ccccc3C(=O)N21)c1ccccc1 (some centres not stated)	-21	-3	3	-4	0	47	0	0.0	82
O=C(CSc1nnc2c3ccccc3c3ccccc3c2n1)Nc1ccccc1F	-29	30	-8	-5	7	5	-7	0.5	96
COCC(C)NC(C(=O)Nc1ccc(C)c(Cl)c1)c1ccccc1 (configuration not stated)	10	2	-7	2	-3	4	7	1.7	109
N#Cc1ccccc1CSc1nc2ncc(Br)cc2[nH]1	-4	4	-3	6	-2	-6	-15	2.8	126
CCC1COCCS(=O)(=O)N1Cc1ccc(C)cc1 (configuration not stated)	-2	-20	3	-3	-2	-3	8	0.5	99
Cc1cc2c(c(/C=C/C(=O)c3ccccc3)c1)OC1(C=C2)Oc2ccccc2C(=O)N1C (configuration not stated)	10	12	5	-5	1	3	-6	2.7	85
O=C(Nc1ccc2c(c1)OCCO2)c1cnc2ccccn2c1=O	12	-4	8	-4	0	5	8	-0.9	98
COc1ccc(CCNC(=O)C/C(C)=N/NC(=O)c2ccc([N+](=O)[O-])cc2Cl)cc1OC	2	10	-2	1	-3	9	3	0.7	101
COc1ccc(C(CNC(=O)C(CCSC)NC(=O)c2ccccc2Cl)N2CCCC2)cc1 (configuration not stated)	0	·	-1	·	·	19	·	-1.1	97
CCOc1ccccc1C1C(C#N)=C(N)Oc2cc(N)ccc21 (configuration not stated)	4	-1	-1	3	1	1	-3	1.5	102
COC(=O)c1ccc(-n2nnnc2SC)cc1	7	-7	-2	-3	-3	-3	-1	1.0	97
CCOc1ccc2nc(NC(=O)C(CCSC)NS(=O)(=O)c3cccs3)sc2c1 (configuration not stated)	-10	13	3	2	-1	12	7	3.9	100
CCCCn1c(SCC(=O)NC(=O)NCc2ccco2)nc2cc(S(N)(=O)=O)ccc21	-9	15	8	4	3	102&4	8	-0.8	109
O=C(COc1ccccc1)NCCSc1ccccc1	22	0	-2	-3	0	3	5	-1.2	96
CN1CCN(C(=O)c2ccc3c(c2)S(=O)(=O)c2ccccc2C3=O)CC1	-12	-11	-6	2	-1	-4	0	1.6	114
COc1ccc(C2=NOC(C(=O)NCC(C)C)C2)cc1 (configuration not stated)	3	-2	-5	-1	0	4	-1	4.8	123
COc1cccc(C2CC(c3ccccc3)Nc3ncnn32)c1 (configuration not stated)	-11	-4	2	-1	-7	6&4	-17	2.9	113
COc1ccc(N(CC(=O)N2CCN(c3ccccc3F)CC2)S(=O)(=O)c2c(C)noc2C)cc1	11	14	0	0	0	-7	1	-0.2	117
CCCCN(C(=O)c1ccc(N2CCCC2=O)cc1)c1c(N)n(CCCC)c(=O)[nH]c1=O	3	-4	-6	2	1	5	-10	-0.4	109
COc1ccccc1C(=O)NNC(=S)NC(=O)c1cc(OC)c(OC)c(OC)c1	1	0	-2	2	1	-13	9	-0.5	218
CCOc1ccccc1C(=O)NCC(=O)Nc1ncccc1C	-5	-4	-5	-3	0	1	8	-2.1	103
Cc1ccc(C(=O)N/N=C\c2ccc[nH]2)cn1	2	-5	-5	-6	4	3	2	0.6	91
Cc1sc2ncnc(N3CCC(C(=O)Oc4cccc(Cl)c4Cl)CC3)c2c1C	-21	2	1	-5	0	6	-13	3.3	102
COc1ccc(NC(=O)COC(=O)c2cc(SC)ccc2Cl)c(OC)c1	-8	-8	-1	2	0	-2	-10	-2.2	95
O=S(=O)(NCc1ccco1)c1cnc(Cl)c(Cl)c1	4	1	-7	-3	-2	4	2	0.6	84
COCC(=O)NNC(=O)c1ccc(OC)cc1	13	-3	8	3	-2	-5	-2	-3.6	93
Cc1ccc(NC(=O)COc2ccc(/C=N/NC(=O)CSCc3ccccc3)cc2)cc1	-18	7	5	-4	0	-7	11	2.7	87
Cc1nn(CC(=O)N2CCN(Cc3ccccc3)CC2)c(=O)c2ccccc12	9	-8	-4	-1	-3	-1	4	1.6	92
CCC(C)NS(=O)(=O)c1ccc(OCC(=O)N2CCCC2)cc1 (configuration not stated)	12	-3	-9	-1	-1	-8	5	-0.9	90
COc1cccc(CN2CCN(Cc3c(C)nn(C(C)C)c3C)CC2CCO)c1 (configuration not stated)	-16	-13	-3	-1	-1	2	4	4.1	100
CC(C)C(=O)Nc1ccc2nn(-c3ccccc3)nc2c1	-9	4	-3	2	0	-3	2	0.7	78
COc1ccc(S(=O)(=O)Nc2ccccn2)cc1C	14	-6	3	3	2	41	8	1.8	86
O=C(O)/C=C1\CCCc2ccccc2C1O (configuration not stated)	7	-8	-6	0	-6	·	-7	5.8	106
COc1cccc(OCC(O)CN2CCOCC2)c1 (configuration not stated)	-1	-5	-2	-1	-3	-16	18	1.3	96
O=C(c1ccco1)N1CCCN(Cc2cn[nH]c2-c2ccc(-c3ccccc3)cc2)CC1	-11	9	-4	-1	-3	-4	-7	3.3	103
COc1ccc(Cn2c3ccc(OC)cc3c3nc4ccccc4nc32)cc1	13	1	-2	0	1	6	-3	1.2	95
COC(=O)/C=c1/s/c(=C(\C#N)C(=O)NCc2ccco2)n(-c2ccc(C)cc2)c1=O	2	57*	2	82*	3	4	2	-1.3	84
CCOc1ccccc1NC(=O)C(=O)CC(=O)c1ccc(OC)cc1	-13	-38	1	0	11	3	-8	0.6	105
Cc1ccccc1C(=O)NC1CCN(CC(=O)Nc2ccc3c(c2)OCO3)CC1	13	3	0	-2	1	1	5	-0.5	107
COc1ccc(-n2c(O)c(Cc3ccccc3)c(=O)n3nc(-c4ccccc4)c(=O)cc23)cc1	-4	4	-3	2	2	0	-1	-1.2	93
Cn1ncc2c(Nc3ccccc3Br)ncnc21	-8	-9	5	4	4	1	-7	-7.0	107
CCOC(=O)c1c(C)cccc1OCC(N)=O	-4	-4	-1	1	-2	-2	-8	2.8	112
C=C1CCC[C@]2(C)C[C@H]3OC(=O)C(CN4CC(C)OC(C)C4)[C@H]3C[C@@H]12 (some centres not stated)	3	4	-1	-1	1	5	1	1.7	98
CC(C)COc1ccc(S(=O)(=O)NNC(=O)c2cc3ccccc3o2)cc1	-5	3	-3	4	2	-5	10	-4.4	91

Looked up above:
O=C(c1ccco1)N1CCCN(Cc2cn[nH]c2-c2ccc(-c3ccccc3)cc2)CC1 in CR mimetic SO shows 103
COc1cccc(OCC(O)CN2CCOCC2)c1 (configuration not stated) in CR mimetic SO shows 96

Structural class, the compounds so far with an aryl thioether with sulfur outside any ring.
SMILES	ZTA DNA inh	core dimer inh	PP1 inh	TPT1 inh	Fh CTSL1 inh	GASC-1 inh	EBNA-1 inhibitor	PP5 inh	CR mimetic SO
Cc1cc(=O)[nH]c(SCC(=O)N2c3ccccc3CC2C)n1 (configuration not stated)	6	-1	-7	-6	-6	-10	-8	0.5	99
COc1ccc(OC)c(-c2csc(NC(=O)CSc3nnnn3C)n2)c1	10	6	-2	-4	5	16	12	-0.5	97
CC(=O)Nc1ccc(N2C(=O)CC(Sc3nc4ccccc4s3)C2=O)cc1 (configuration not stated)	-11	-4	2	-1	-2	8	6	3.5	93
O=C(CSc1nnc2c3ccccc3c3ccccc3c2n1)Nc1ccccc1F	-29	30	-8	-5	7	5	-7	0.5	96
N#Cc1ccccc1CSc1nc2ncc(Br)cc2[nH]1	-4	4	-3	6	-2	-6	-15	2.8	126
COC(=O)c1ccc(-n2nnnc2SC)cc1	7	-7	-2	-3	-3	-3	-1	1.0	97
CCCCn1c(SCC(=O)NC(=O)NCc2ccco2)nc2cc(S(N)(=O)=O)ccc21	-9	15	8	4	3	102&4	8	-0.8	109
O=C(COc1ccccc1)NCCSc1ccccc1	22	0	-2	-3	0	3	5	-1.2	96
COc1ccc(NC(=O)COC(=O)c2cc(SC)ccc2Cl)c(OC)c1	-8	-8	-1	2	0	-2	-10	-2.2	95
